# PTHR1 agonist: qHTS for PTHR1 Agonists: Primary Screen | HEK293 GP2 PTHR1 cells, GloSensor cAMP luminescence, 1 h | Potency, µM (series often up to 115 µM), inactives show at the top dose activation, most hits filed as activators | 410,000 tested, 0.075% active | AID 743266, 2014; also: potency is read from the fitted curve at half-maximal effect; nearly all actives have a fitted effect of over 55% in size; some results filed as inactive show a strong effect at the top dose; inactives centre near -15; many of its hits are not listed in these tables
# Target sequence (Q03431 whole entry, looked up): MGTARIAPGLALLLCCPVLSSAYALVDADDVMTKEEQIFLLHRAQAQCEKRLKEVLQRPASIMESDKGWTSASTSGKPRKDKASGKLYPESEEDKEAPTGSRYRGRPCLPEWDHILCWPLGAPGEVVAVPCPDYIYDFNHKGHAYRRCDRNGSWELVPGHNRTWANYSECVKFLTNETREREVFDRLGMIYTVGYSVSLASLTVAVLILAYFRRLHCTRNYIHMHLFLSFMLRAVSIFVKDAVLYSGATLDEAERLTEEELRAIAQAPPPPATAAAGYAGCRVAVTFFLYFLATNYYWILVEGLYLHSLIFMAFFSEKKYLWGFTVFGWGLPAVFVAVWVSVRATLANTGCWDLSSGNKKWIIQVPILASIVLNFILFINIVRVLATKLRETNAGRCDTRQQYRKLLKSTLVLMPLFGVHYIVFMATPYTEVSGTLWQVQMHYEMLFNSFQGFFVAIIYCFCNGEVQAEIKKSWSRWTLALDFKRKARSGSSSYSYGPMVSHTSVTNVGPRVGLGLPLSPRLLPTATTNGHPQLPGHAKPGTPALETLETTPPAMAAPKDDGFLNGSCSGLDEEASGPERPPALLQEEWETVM
#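 HEK-293-derived GP2 cells expressing PTHR1 and a GloSensor cAMP reporter, 3,000/well, plated overnight, given luciferin plus IBMX (each 0.5 mM as added) for 1 h at 37 °C, then compound for 1 h at 37 °C. Luminescence was read after 15 min at room temperature.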
# FUS suppressor: qHTS for Suppressors of FUS Proteinopathy: Primary screen using FUS-linked yeast assay | 390,000 tested, 0.24% active | Potency, µM (titrated, usually from 76.6 µM), for inactives: top-dose growth rescue (activation), actives largely listed as activators | S. cerevisiae FUS-expressing, growth rescue, OD600, 24 h | AID 1347120, 2019;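 also: potency is read from the fitted curve at half-maximal effect; plate controls were DMSO vehicle for no effect and reference control for full effect; nearly all actives have a fitted effect of over 55% in size; some results filed as inactive show a strong effect at the top dose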
#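 Toxicity suppression screen in FUS-yeast. Cells induced with 2% galactose, starting OD 0.005, treated 24hr at 30C with compounds at multiple final concentrations; growth by OD600.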
# Abeta rescue: qHTS for compounds that reverse cellular toxicity of Amyloid beta (A-beta) peptide in yeast: Primary Screen; yeast expressing A-beta42, growth rescue, OD600, 48 h; response scale: 0% DMSO, 100% iron-clioquinol control; Potency, µM (doses to about 46.1 µM), inactives show at the top dose growth rescue, usual class: activators; 410,000 tested, 0.063% active; also: potency is read from the fitted curve at half-maximal effect; nearly all actives have a fitted effect of over 55% in size
#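 Growth rescue measured by 600 nm absorbance after 48 h yeast culture at 30 C with compound. Values normalized between DMSO and an equimolar ferric chloride plus clioquinol control.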
# aSyn yeast inh: qHTS of alpha-syn Inhibitors; Yeast expressing alpha-synuclein, growth rescue, BacTiter-Glo, 24 h; Potency, µM (top dose mostly 46.1 µM), for the others: at the top dose growth rescue (activation), actives largely listed as activators; 370,000 tested, 0.14% active; AID 652106, 2013; also: potency is read from the fitted curve at half-maximal effect; % of control where 0% means no effect; nearly all actives have a fitted effect of over 65% in size
#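 Galactose-induced alpha-syn yeast (OD600=0.02, raffinose-pregrown) + pinned cpd, 24 hr, 30 deg C; growth by BacTiter-Glo luminescence. Growth restoration scores as activation.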
# Akt phos inh: HTS Assay for Inhibitors of Akt Phophorylation: Primary Screen; 360,000 tested, 0.32% active; activity change, % for hits at 50 µM; Neuro2A IGF-stimulated pAkt S473 HTRF, 20 min; stronger effect = lower value; AID 651550, 2012; in the data active = activity change below about -80%; inconclusive = mostly about -51% to -80%; also: % is scaled to controls: 0 for no effect and ±100 for the full control effect
#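 Neuro2A cells in DMEM with 0.5% FBS, overnight at 37 deg C, given compound at single 50 µM final, then IGF (6 nM final) for 20 min at 37 deg C. Lysed; phospho-Akt Ser473 by HTRF after 24 h, 665/615 ratio.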
# HEK293 tox: qHTS of GLP-1 Receptor Inverse Agonists: Cytotox Screen; HEK293 cAMP-luciferase reporter cells, luminescence, 24 h; Potency, µM (titrated, usually from 38.3 µM), inactives show at the highest dose activity change, negative = inhibition, actives largely listed as inhibitors; 410,000 tested, 0.13% active; AID 624418, 2012;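 also: loss of luciferase light is scored as toxicity; potency is read from the fitted curve at half-maximal effect; % is scaled to controls: 0 for no effect and ±100 for the full control effect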
#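 1536-well qHTS counterscreen of the MLSMR; 200 cells/uL, 12 h pre-incubation, 23 nL cpd, 24 h at 37 deg C 5% CO2, luciferase detection reagent, 12 min RT, luminescence. Inhibition = undesired.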
# TDP-43 yeast inh: qHTS of TDP-43 Inhibitors; TDP-43 expressing yeast growth rescue, BacTiter-Glo, 24 h; Potency, µM (highest dose often 46.1 µM), for inactives: at the highest dose growth rescue (activation), hits mostly activators; 410,000 tested, 1.8% active; AID 652104, 2013; also: potency is read from the fitted curve at half-maximal effect; % of control where 0% means no effect; nearly all actives have a fitted effect of over 50% in size
#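 Readout is BacTiter-Glo luminescence of cell growth, so inhibitors register as activators. TDP-43-expressing yeast at OD600=0.02 in galactose medium, after raffinose pregrowth to mid-log, were incubated with compound for 24 hr at 30 deg C.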
# MmCpn inh: Inhibitors of TCP-1 ring complex (TRiC) of Methanococcus maripaludis (MmCpn): qHTS; 330,000 tested, 0.031% active; Potency, µM (titrated, usually from 76.9 µM), without a hit: top-dose activity, negative = inhibition, actives largely listed as inhibitors; Chaperonin Mm-Cpn (Methanococcus maripaludis); purified Mm-Cpn ATPase, ADP Transcreener TR-FRET; also: potency is read from the fitted curve at half-maximal effect; % is scaled to controls: 0 for no effect and ±100 for the full control effect; nearly all actives have a fitted effect of over 80% in size
#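 Compound-treated chaperonin, 25 nM final, turns over 10 uM ATP at 37°C for 30 min following a 10 min preincubation; ADP generated competes with ADP-d2 for Eu-cryptate antibody, lowering FRET.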
# GLP-1R inv ag: qHTS of GLP-1 Receptor Inverse Agonists (Inhibition Mode). HEK293 GLP-1R CRE-luciferase, luminescence, 24 h; GLP-1R form is constitutively active. Potency, µM (doses to about 38.3 µM), without a hit: top-dose activity change, negative = inhibition, most hits filed as inhibitors. 410,000 tested, 1.6% active; also: potency is read from the fitted curve at half-maximal effect; % is scaled to controls: 0 for no effect and ±100 for the full control effect; nearly all actives have a fitted effect of over 55% in size
# Target sequence (P43220 whole entry, looked up): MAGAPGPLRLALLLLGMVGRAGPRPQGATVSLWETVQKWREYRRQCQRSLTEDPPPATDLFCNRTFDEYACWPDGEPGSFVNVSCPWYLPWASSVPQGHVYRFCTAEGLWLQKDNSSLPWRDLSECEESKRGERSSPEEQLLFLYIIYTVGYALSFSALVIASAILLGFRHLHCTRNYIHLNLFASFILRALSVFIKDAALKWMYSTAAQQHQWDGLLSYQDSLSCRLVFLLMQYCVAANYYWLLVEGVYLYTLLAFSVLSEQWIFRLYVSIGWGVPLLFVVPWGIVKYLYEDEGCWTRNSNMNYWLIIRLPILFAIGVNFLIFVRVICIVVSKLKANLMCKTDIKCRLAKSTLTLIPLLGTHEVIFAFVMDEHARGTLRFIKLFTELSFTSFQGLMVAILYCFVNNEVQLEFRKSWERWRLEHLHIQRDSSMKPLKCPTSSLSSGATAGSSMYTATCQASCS
#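 Luminescence readout: a drop in cAMP-driven luciferase signal flags inverse agonism at a constitutively active GLP-1R stably expressed in HEK293. Compound exposure lasted 24 hr at 37 deg C, 5% CO2.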
# An asterisk follows results filed as active; i = inactive; u = inconclusive; x = no result given; & = joins results of further samples; [ ] = another dose, or the depositor's remark. Unless noted, calls follow the shape of the dose curve; as a rule, active = well fitted curve in the direction sought with a large enough effect; inconclusive = small, poorly fitted or top-dose-only effect, or another doubt; inactive = no such curve, though single readings can be large; an effect the other way counts as inactive or inconclusive. Only part of the results is shown. The share of hits here may be higher or lower than overall.
SMILES,PTHR1 agonist,FUS suppressor,Abeta rescue,aSyn yeast inh,Akt phos inh,HEK293 tox,TDP-43 yeast inh,MmCpn inh,GLP-1R inv ag
Cc1ccc(Cl)cc1NC(=O)CCn1c(=O)c2cccn2c2cccnc21,-19%,-25%,-10%,x,x,-17%,20%,x,8%
N#C/C(=C\c1cn[nH]c1-c1ccc(Cl)cc1)C(=O)NC1CC1,-10%,-6%,-3%,-1%,i,1%,-15%,1%,83%[activator]
Cc1n[nH]c(=O)c2c(NC(=O)CSc3nc4ccccc4c(=O)n3-c3ccc(OC(F)F)cc3)oc(C)c12,12%,u,8%,-3%,i,12%,10%,-1%,11%
COC(=O)C1=C(CCc2ccccc2)NC(=O)NC1c1ccc([N+](=O)[O-])cc1 (stereo not drawn),i,-4%,-8%,-4%,i,2%,-6%,x,3%
O=c1[nH]c(CN2CCN(Cc3ccccc3)CC2)nc2scc(-c3ccccc3)c12,-35%[inhibitor],u,-6%,-3%,i,0%,-18%,-2%,u
CC(Sc1nnc(-c2cccnc2)n1N)C(=O)Nc1ccc2c(c1)OCCO2 (stereo not drawn),0%,25%,1%,0%,i,-7%,-24%,1%,6%
CC(C)CN(C(=O)COC(=O)CNC(=O)c1ccccc1F)c1c(N)n(Cc2ccccc2)c(=O)[nH]c1=O,9%,7%,-5%,-5%,i,8%,-18%,x,10%
O=C1CCN(Cc2ccccc2)CCN1[C@H](COc1ccccc1)Cc1ccccc1,-29%,-4%,4%,1%,i,u,-24%,0%,u
O=c1cc(N2CCCCCC2)[nH]c(=O)n1-c1ccc(Cl)cc1,i,-28%,1%,29%,i,-15%,6%,0%,9%
CON(C)c1nc(NCC(C)C)nc(OCC#N)n1,i,16%,-8%,2%,i,-3%,10%,-5%,34%[activator]
CC(=O)Nc1ccc(S(=O)(=O)NNC(=O)c2ccc(S(=O)(=O)N3CCCCC3)cc2)cc1,-9%,u,-1%,0%,i,-2%,-1%,-8%,15%
Cc1nc2cc(C(=O)O)ccc2n1-c1ccc(C(C)C)cc1,-5%,-6%,10%,x,x,-7%,u,x,12%

# Shown bar-delimited: entries from further up
Compound | PTHR1 agonist | FUS suppressor | Abeta rescue | aSyn yeast inh | Akt phos inh | HEK293 tox | TDP-43 yeast inh | MmCpn inh | GLP-1R inv ag
CC(Sc1nnc(-c2cccnc2)n1N)C(=O)Nc1ccc2c(c1)OCCO2 (stereo not drawn) | 0% | 25% | 1% | 0% | i | -7% | -24% | 1% | 6%
CC(C)CN(C(=O)COC(=O)CNC(=O)c1ccccc1F)c1c(N)n(Cc2ccccc2)c(=O)[nH]c1=O | 9% | 7% | -5% | -5% | i | 8% | -18% | x | 10%
O=C1CCN(Cc2ccccc2)CCN1[C@H](COc1ccccc1)Cc1ccccc1 | -29% | -4% | 4% | 1% | i | u | -24% | 0% | u
O=c1cc(N2CCCCCC2)[nH]c(=O)n1-c1ccc(Cl)cc1 | i | -28% | 1% | 29% | i | -15% | 6% | 0% | 9%

# Next structures
SMILES,PTHR1 agonist,FUS suppressor,Abeta rescue,aSyn yeast inh,Akt phos inh,HEK293 tox,TDP-43 yeast inh,MmCpn inh,GLP-1R inv ag
Oc1ccc(/C=N/Nc2ccc(Cl)nn2)cc1O,-17%,-16%,-13%,1%,i,-21%,9%,-2%,72%[activator]
O=C(COC(=O)c1nn(-c2ccccc2)c(=O)c2ccccc12)NC1CCS(=O)(=O)C1 (stereo not drawn),i,14%,-6%,-4%,i,1%,-7%,0%,0%
C=CCSc1nc2c(c(=O)[nH]1)C(C(C)C)C(C#N)=C(N)O2 (stereo not drawn),u,u,7%,-7%,i,-14%,14%,1%,129%[activator]
CCc1ccc(CNC(=O)c2c(C)oc3ncn(CC(C)C)c(=O)c23)cc1,i,31%,-4%,x,x,7%,25µM*,x,1%
CC1CCCCC1NC(=O)c1ccc2c(c1)OCCO2 (stereo not drawn),-18%,x,8%,0%,i,-9%,27%,2%,-2%
O=C(Nc1n[nH]c(=S)s1)c1ccco1,-5%,-9%,0%,-5%,i,10%,17%,2%,4%
CC1CCCC(C)N1C(=O)COc1ccc(F)cc1 (stereo not drawn),i,-1%,6%,0%,i,4%,-7%,0%,u
O=C(NCc1cccnc1)c1cc(Cl)ccc1[N+](=O)[O-],i,-5%,13%,2%,i,-14%,4%,-1%,14%
Nc1nnc(/C=C/c2ccccc2Cl)s1,-5%,-6%,-24%,-12%,i,-12%,-14%,-2%,15%
Brc1ccc(-c2c[n+]3c(n2-c2ccccc2)SCC3)cc1,-51%[inhibitor],24%,-6%,0%,i,9%,-24%,1%,-22%
CN(C)S(=O)(=O)c1cccc(NC(=O)CCNC(=O)c2ccccc2Cl)c1,i,-11%,7%,-2%,i,10%,10%,0%,18%
O=C(Nc1ccc(Cl)cn1)c1ccc(-c2ccc(Cl)c(Cl)c2)o1,i,29%,-23%,-14%,i,-1%,-15%,x,17%
CCOC(=O)N1CCN(C(=O)c2cc3c(s2)-c2c(C)cccc2OC3)CC1,i,u,2%,6%,i,15%,u,-10%,u
CCOC(=O)N1CCN(Cc2nc3c(c(=O)n(C)c(=O)n3C)n2CCCc2ccccc2)CC1,i,27%,20%,5%,i,4%,-24%,-2%,0%
N#Cc1cccc(OC(=O)C2CCN(C(=O)c3ccc(F)cc3)CC2)c1,i,-13%,1%,6%,i,-7%,24%,x,2%
CC(=O)N1Cc2cc(C(=O)NCc3cccc(F)c3)nc(-c3cccc(C4=CCCCC4)c3)c2[C@H]1CCO,-23%,u,-25%,7%,i,-23%,20%,x,-26%
CCc1ccc(NC(=O)CSc2ccc(-c3ccccn3)nn2)cc1,-25%&-88%,10%&0%,-29%&0%,-5%,i,u,u,-2%,u
Cc1cc(C)n(-c2nc3c(c(=O)[nH]c(=O)n3C)n2CCc2ccccc2)n1,-18%,-1%,22%,6%,i,12%,9%,0%,7%
COc1cc(NC(=O)c2ccccc2F)ccc1NC(=O)c1cc2ccccc2o1,i,6%,-9%,-2%,i,-4%,x,-7%,10%
CCn1c(SCc2ccc(F)cc2Cl)nc(=O)c2c(C(=O)OC)cc(C3CC3)nc21,-66%[inhibitor],27%,-29%,x,x,-20%,u,x,u
CS(=O)(=O)Nc1cccc(-c2cn3c(n2)SCC3)c1,i,16%,-3%,4%,x,6%,-1%,1%,-5%
CCOC(=O)C1=C(CS(=O)(=O)c2ccc(C)cc2)NC(=O)NC1c1ccc(C(C)C)cc1 (stereo not drawn),-29%,-3%,-5%,x,x,-24%,-6%,x,u
O=C(CSc1nccn1-c1ccc(Cl)cc1)Nc1nc2ccccc2s1,-91%[inhibitor],-8%,-1%,x,x,-2%,0%,x,-13%
O=C(O)CC(CNC(=O)C1CCCN1C(=O)OCc1ccccc1)c1ccccc1 (stereo not drawn),-22%,-12%,14%,-4%,i,4%,4%,0%,12%
CCc1nccn1CCC(=O)N1CCc2c([nH]c3ccccc23)C1CC(C)C (stereo not drawn),i,6%,-4%,1%,i,-7%,-8%,0%,u
CCOc1ccccc1N/C=C/C(=O)C(C)(C)C,-2%[57.5 µM],1%,-8%,-12%,i,3%,3%,x,-5%
CCOC(=O)C(=O)Nc1nnc(SCc2ccc(F)cc2)s1,-17%,26%,-2%,-20%,i,-7%,-16%,1%,10%
COc1ccc2[nH]cc(CCNC(=O)c3cnn(-c4ccc(C)cc4)c3C3CCN(C(=O)OC(C)(C)C)CC3)c2c1,i,2%,7%,x,x,-4%,12%,x,-20%
c1ccc(NC(c2ccccc2)c2ccncc2)cc1 (stereo not drawn),i,39%,-4%,1%,i,9%,0%,-3%,2%
O=C(O)C1CC(=O)N(c2ccc(Br)cc2)C1 (stereo not drawn),i,12%,8%,-1%,u,-2%,6%,-6%,1%
Nc1cccc(-c2ccc(CO)o2)c1,-2%,-21%,5%,0%,i,-3%,17%,2%,-29%
CCOC(=O)N1CCC(Nc2c(Nc3ccc(F)cc3)c(=O)c2=O)CC1,i,30%,20%,-1%,i,-20%,23%,1%,1%
C/C(NC(=O)c1ccccc1)=C1/C(=O)CC2C1C2(C)C (stereo not drawn),-69%[inhibitor],-7%,-12%[9.22 µM],-15%,i,3%,-27%,1%,u
O=C(O)c1ccc(S(=O)(=O)NN=Cc2c[nH]c3ccccc23)cc1,-4%,-16%,-1%,5%,i,-1%,20%,x,1%
CC1(C)CC(=O)c2sc(N3CCCCC3)nc2C1,i,15%,-19%,-3%,i,18%,7%,0%,11%
O=C(O)c1ccccc1C(=O)Nc1ccc(Br)c(C(F)(F)F)c1,i,8%,6%,5%,i,-10%,26%,-2%,0%
CCOc1ccc(N(CC(=O)NC2CCCCCC2)S(=O)(=O)c2c(C)noc2C)cc1,-23%,-19%,4%,1%,i,-18%,30%,1%,-8%
Cc1cccc(-c2nnc(NC(=O)c3ccc(N4C(=O)CCC4=O)cc3)s2)c1,-29%,-8%,2%,0%,i,7%,1%,-1%,-5%
CCS(=O)(=O)c1ccc(-c2csc(-c3ccccc3Cl)n2)c(Cl)c1Cl,-16%,-25%,1%[9.22 µM],-11%,-128%*,2%,7%,-4%,3%
CCC(=O)c1ccc(N2CCN(C(=O)c3ccc(Br)cc3)CC2)c(F)c1,-33%,-5%,-9%,1%,i,-15%,-27%,1%,25%

# Screening data from PubChem.
